Compound activity as filed in PubChem.
NCI-60 one-dose screen, 48 h, at 10 µM unless noted. Numbers give growth in % (100 = growth as untreated, 0 = no growth, -100 = all killed).
MDA-MB-231: MDA-MB-231 breast cancer. AID 1794789. 5% of 81,000 active
BT-549: BT-549 breast cancer; 4.4% of 78,000 active
MCF7: MCF7 breast cancer | 6.3% of 82,000 active | AID 1794796
MDA-MB-435: MDA-MB-435 melanoma; 7.8% of 82,000 active; AID 1794794
MDA-MB-468: MDA-MB-468 breast cancer; 8.5% of 78,000 active; AID 2202374
MOLT-4: MOLT-4 leukemia cells; 6.9% of 80,000 active
K-562: K-562 leukemia; 7.4% of 78,000 active; AID 1794777
SR: SR leukemia cells; 8.7% of 73,000 active
Starred values were filed as active, the others as inactive; x = no result given; & = joins results of further samples; [ ] = remark or other dose. The calls were made as follows: active = growth percent below 10; inactive = the rest.

SMILES	MDA-MB-231	BT-549	MCF7	MDA-MB-435	MDA-MB-468	MOLT-4	K-562	SR
COc1cc(-c2c(-c3ccccc3)c[nH]c2C(N)=O)c(OC)c2c1OCO2	93	95	92	103	111	99	105	111
Clc1ccc(-c2nc(-c3cccs3)no2)c(Cl)c1	x	83	29	111	8.4*	x	96	x
COc1cc(-c2nccc3cc4c(cc23)OCO4)cc(OC)c1OC	49&40	57	17&21	-23*	5.3*	18&39	21&13	36&19
N#C/C(=C\c1ccc(C#N)cc1)C(=O)c1ccccc1	104	112	98	107	96	x	x	x
O=c1[nH]cnc(O)c1[N+](=O)[O-]	101	118	114	108	101	91	100	101
Cc1ccc(S(=O)(=O)N2CCC(=O)CC2)cc1	105	98	95	103	100	108	100	108
CC(=O)Nc1ccc(C(=O)/C=C/c2ccc(N(C)CCO)cc2)c(O)c1	94	85	62	99	88	77	92	71
CCC(=O)O[C@]1(C(=O)CCl)[C@@H](C)CC2C3CCC4=CC(=O)C=C[C@]4(C)[C@@]3(F)[C@@H](O)C[C@@]21C (some centres undefined)	104	70	x	101	115	63	105	x
N=C(N)N(Cc1ccccc1)c1ccccc1	101	91	88	101	92	85	95	89
C/C(=N\O)c1cccs1	107	106	100	121	108	90	113	101
CC(=O)OC1/C=C\CC/C=C\C1 (centres undefined)	111	110	106	103	109	116	110	104
CSc1ccc(C(=O)c2ccc(F)cc2)cc1	94	102	94	98	102	117	125	130
Cc1nn(-c2ccccc2)c(Cl)c1/C=N\N=c1/sc2ccccc2n1C	93	93	97	102	113	x	x	x
O=C(Nc1cccc(-c2cc(=O)c3ccccc3o2)c1)c1ccccc1	97	94	85	88	95	88	82	81
CCCCCCCCCCCCCCCCNC(=O)Nc1cc(Cl)ccc1Cl	107	100	92	106	115	101	107	95
COc1cc(-c2ccc(/C=N/NC(=O)c3[nH]c4ccc(Br)cc4c3-c3ccccc3)s2)cc(OC)c1OC	x	86	72	92	97	79	90	79
COc1ccc(-c2nsc3c2NC(=O)CC3c2ccsc2)cc1 (centres undefined)	x	12	17	-44*	x	17	13	19
O=C1NC(=O)/C(=C/c2cccc(OCc3cc4ccccc4nc3Cl)c2)S1	99	105	21	94	98	96	23	20
CC(C)(C)n1cc(-c2ccnc(NCCCNS(=O)(=O)c3ccc(C(F)(F)F)cc3)c2)c(-c2ccccc2)n1	86	79	66	95	72	55	20	21
CCOc1ccc(NC(=O)CSc2oc(-c3ccccc3)nc2S(=O)(=O)c2ccc(Br)cc2)cc1	85	104	92	103	102	81	71	67
CC(=O)OCCCCCC[n+]1ccc(SCC(=O)n2ccc3ccccc32)c2ccccc21	94	x	93	106	88	105	90	95
COc1cc(-c2nc(-c3ccccc3)[nH]c2-c2ccnc(NCCCNS(=O)(=O)c3ccc(Cl)cc3)n2)ccc1Cl	76	95	42	48	60	31	42	42
COc1ccc2nc(-c3ccc(-n4c(=O)c5cccnc5n(-c5ccc(Cl)cc5)c4=O)cc3)sc2c1	100	90	96	103	105	85	86	92
O=C(O)c1ccc(Nc2ccc(N=Cc3c(O)[nH]c4ccccc34)cc2)cc1	95	x	98	104	111	101	107	95
O=C1CC(c2cccc(Cl)c2)c2snc(-c3ccc(F)cc3)c2N1 (centres undefined)	97	80	82	87	74	71	67	66
Cc1ccc(C)c([N+](=O)[O-])c1	111	x	97	103	x	101	109	86
NC(=O)[C@@H](Cc1ccc(Nc2nc(CN3CCN(C(=O)c4ccccc4)CC3)cs2)cc1)NC(=O)c1ccccc1C(=O)c1ccccc1	98	101	104	111	91	96	99	88
CC(CCC(=O)O)C1CCCC1 (centres undefined)	97	96	104	106	102	104	93	100
Cc1cccc2cccnc12	108	110	102	112	103	100	93	102
O=C(Nc1ccc(Cl)c(Cl)c1)Nc1n[nH]c(-c2ccccc2)n1	102	x	93	109	x	97	96	77

Reformatted as a markdown table: two of the compounds above
| smiles | MDA-MB-231 | BT-549 | MCF7 | MDA-MB-435 | MDA-MB-468 | MOLT-4 | K-562 | SR |
| --- | --- | --- | --- | --- | --- | --- | --- | --- |
| CCOc1ccc(NC(=O)CSc2oc(-c3ccccc3)nc2S(=O)(=O)c2ccc(Br)cc2)cc1 | 85 | 104 | 92 | 103 | 102 | 81 | 71 | 67 |
| CC(=O)OCCCCCC[n+]1ccc(SCC(=O)n2ccc3ccccc32)c2ccccc21 | 94 | x | 93 | 106 | 88 | 105 | 90 | 95 |

Following part:
SMILES	MDA-MB-231	BT-549	MCF7	MDA-MB-435	MDA-MB-468	MOLT-4	K-562	SR
CN(C)C(=O)c1cc2cnc(Nc3ccc(-c4csc5c(=O)cc(N6CCOCC6)oc45)cc3)nc2n1C1CCCC1	-7.2*	-79*	-47*	-39*	-5.4*	-32*	3.0*	0.0*
Nc1c(C(=O)Nc2ccccc2)sc2nc3c(cc12)CN(C(=O)OCc1ccccc1)CC3	68	52	21	-8.8*	64	38	22	25
N#Cc1c(-c2ccccc2)nc2c(N=Nc3ccc(S(N)(=O)=O)cc3)c(N)nn2c1N	85	97	40	98	42	85	97	103
NS(=O)(=O)c1ccc(CCn2c(-c3ccc(Cl)cc3)nc(-c3ccccc3)c2-c2ccccc2)cc1	98	110	86	97	106	108	104	107
Clc1ccc(N2c3nc4ccccc4cc3Sc3cc4ccccc4nc32)cc1	95	92	37	120	x	92	102	65
COc1ccc(Cn2c(C(N)=O)cc3c2-c2nc(Nc4ccccc4)ncc2CCC3)cc1	80	95	82	82	86	76	82	73
NC(=O)c1c(Nc2ccccc2)nn2c(-c3ccc(Cl)cc3)c(-c3nc4ccccc4s3)c(N)nc12	83	119	98	101	107	106	99	108
Cc1ccc(NC(=O)N/N=C/c2c[nH]c3ccccc23)c(C)c1	21	17	7.6*	-14*	3.1*	6.3*	11	12
O=C(OCc1ccc2c(Cl)cc(Cl)c(O)c2n1)n1cncn1	60	50	23	28	14	18	18	23
CCOC(=O)c1ccc(-n2c(C)nc3ncccc3c2=O)cc1	94	88	92	106	98	107	91	84
CC1CCC(=O)C1 (centres undefined)	114	98	98	112	101	90	94	84
CC(=O)CCC(C(C)=O)C(C)=O	89	x	103	124	96	112	114	112
CC(C)(C)c1ccc(S(=O)(=O)c2ccc(C(C)(C)C)cc2)cc1	94	94	94	109	95	98	102	85
CCOC(=O)C1=C(C)N(CC(OC)OC)C2(O)C(Cl)=C(Cl)C(O)=C(C#N)C12C#N (centres undefined)	106	115	103	107	x	90	116	94
C/C(=C(/C)C1CC1CCNS(=O)(=O)c1ccc(C)cc1)c1ccc(C(F)(F)F)cc1 (centres undefined)	84	121	75	90	61	67	70	71
COc1ccc(-c2cnc(-c3ccc(F)cc3)[nH]2)cc1	100	314	26	-7.0*	90	55	57	-30*
Cc1cc(Nc2nc(C(=O)N(C)C)nc3ccccc23)n[nH]1	105	104	91	88	120	119	105	122
CN(C)c1ccc(/C=N\Nc2ccc([N+](=O)[O-])cn2)cc1	105	95	100	112	103	92	89	96
COc1cccc2c1CCC(=O)C2	105	115	102	98	99	106	117	95
COc1ccc(-c2cc(-c3ccc(Br)s3)[nH]c(=O)c2C#N)cc1	100	127	90	108	112	112	107	114

Limited to K-562, SR and MDA-MB-468, for five of the compounds above:
mol,K-562,SR,MDA-MB-468
CCOC(=O)C1=C(C)N(CC(OC)OC)C2(O)C(Cl)=C(Cl)C(O)=C(C#N)C12C#N (centres undefined),116,94,x
C/C(=C(/C)C1CC1CCNS(=O)(=O)c1ccc(C)cc1)c1ccc(C(F)(F)F)cc1 (centres undefined),70,71,61
COc1ccc(-c2cnc(-c3ccc(F)cc3)[nH]2)cc1,57,-30*,90
Cc1cc(Nc2nc(C(=O)N(C)C)nc3ccccc23)n[nH]1,105,122,120
CN(C)c1ccc(/C=N\Nc2ccc([N+](=O)[O-])cn2)cc1,89,96,103

(further entries)
SMILES	MDA-MB-231	BT-549	MCF7	MDA-MB-435	MDA-MB-468	MOLT-4	K-562	SR
CCOC(=O)c1cnc2c(C)cc(C)cc2c1NCCCN(C)C	36	61	15	32	16	5.2*	8.6*	x
COC(=O)CCN1CCN(c2cccc(Cl)c2)CC1	115	88	172	98	87	62	83	55
COc1cc(/C=N\NC(=O)/C=C/C=C/c2ccc3c(c2)OCO3)ccc1O	102	86	80	100	92	93	90	97
O=S(=O)(Nc1ncccn1)c1ccc(Nc2nc(N3CCOCC3)c3ccccc3n2)cc1	110	91	89	109	91	87	98	93
CS(=O)(=O)Nc1ccc(C(=O)NC(C(=O)NO)c2ccc(C3CCCCC3)cc2)cc1 (centres undefined)	104	93	88	100	85	87	66	98
CCC(C)OC(=O)c1cc(-c2ccc(O)cc2)nc2ccccc12 (centres undefined)	83	88	51	77	24	60	70	82
CCOc1ccc(NC(=O)CSc2oc(-c3ccccc3)nc2S(=O)(=O)c2ccc(C)cc2)cc1	32	94	62	87	53	66	53	41
COc1cccc(-c2nc3occn3c2-c2ccnc(NCCCNS(=O)(=O)c3ccc(C)cc3)n2)c1	81	101	92	58	90	61	68	106
N#CC(C#N)=CNc1ccccc1C(=O)NCCCn1ccnc1	99	101	88	106	96	111	94	98
CCC(C)c1ccc(OCC(C)OC(=O)C(C)C)cc1 (centres undefined)	105	112	100	105	109	110	103	112
N=C(N)SCc1ccc([N+](=O)[O-])cc1[N+](=O)[O-]	64	76	22	64	35	55	52	25
O=C1CCCCC1(O)Cc1ccc2c(c1)OCO2 (centres undefined)	107	120	108	103	106	82	99	100
COc1ccc2nc3c(cc2c1)C(=O)CC(C(F)(F)F)C3 (centres undefined)	60	61	83	-48*	36	15	17	16
O=S(=O)(Nc1ccc(Cl)cc1NS(=O)(=O)c1ccccc1)c1ccccc1	104	86	102	118	99	78	91	83
CCOC(=O)c1ccc2c(c1)nc(NS(=O)(=O)c1ccc(Br)cc1)n2-c1cc(OC)c(OC)c(OC)c1	88	99	101	96	74	77	81	87
CCOC(=O)CC[C@H](N)C(=O)O	105[20 µM]	98[20 µM]	102[20 µM]	100[20 µM]	102[20 µM]	103[20 µM]	104[20 µM]	103[20 µM]
Cc1cc(N(CCCNc2ccnc3cc(Cl)ccc23)Cc2ccccn2)nc(Cl)n1	98	88	82	103	70	x	60	x
CCCCCCCCOc1nc2c(c(=O)n(C)c(=O)n2C)n1C	92	108	98	114	87	102	96	105
C=CCNC(=O)c1cncc(C(=O)O)c1	109	103	86	93	117	105	100	95
COc1ccc(OC)c(NC(=O)[C@@H]2CCC(=O)N2)c1	101	102	89	98	91	81	83	83

Three compounds already listed, ordered by length of the SMILES, lowest first:
SMILES	MDA-MB-231	BT-549	MCF7	MDA-MB-435	MDA-MB-468	MOLT-4	K-562	SR
CCCCCCCCOc1nc2c(c(=O)n(C)c(=O)n2C)n1C	92	108	98	114	87	102	96	105
COc1ccc(OC)c(NC(=O)[C@@H]2CCC(=O)N2)c1	101	102	89	98	91	81	83	83
Cc1cc(N(CCCNc2ccnc3cc(Cl)ccc23)Cc2ccccn2)nc(Cl)n1	98	88	82	103	70	x	60	x

(next part)
SMILES	MDA-MB-231	BT-549	MCF7	MDA-MB-435	MDA-MB-468	MOLT-4	K-562	SR
S=c1nc[nH]c2c1ccc1[nH]cnc12	107	115	97	95	95	113	151	x
O=Cc1cc2ccccc2nc1Nc1nccs1	69	89	13	81	57	23	109	34
COc1cc(-n2nc(C(=O)NCc3ccc(C(=O)NO)cc3)nc2-c2ccccc2)cc(OC)c1OC	104	106	96	107	107	96	99	101
CC1=C2[C@@H](CC1)[C@]1(C)O[C@@](C(C)C)(C[C@H]1O)[C@H]2OC(=O)/C=C/c1ccccc1	93	102	95	104	94	74	95	92
Cc1c(C(=O)NC(Cc2ccccc2)C(O)C(=O)NC(C)C)[nH]c2ccccc2c1=O (centres undefined)	107	116	91	100	100	96	96	x
Cc1c(C(=O)C(SC(=S)N2CCCCC2)SC(=S)N2CCCCC2)nnn1-c1ccc([N+](=O)[O-])cc1	108	95	90	109	103	84	75	83

Rows were taken by chance (roughly 15% active in at least one column).
